NLRP3 yeast inh – inhibitors of NALP3 inflammasome in yeast; Yeast reconstituted NLRP3/ASC/caspase-1, beta-gal luminescence, 24 h; inhibition, % at 10 µM; actives 0.39% (n = 330,000);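 active = inhibition of 50% or more; inactive = inhibition below 50%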;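 also: plate controls were induced DMSO wells for no effect and uninduced yeast grown without galactose for full effect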
tim10-1 inh – inhibits growth of tim10-1 mutant yeast; S. cerevisiae tim10-1 ts strain growth, BacTiter-Glo, 24 h; inhibition, % at 20 µM; actives 2.2% (n = 330,000); AID 463190;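 active = inhibition of at least 40%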;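 also: mutant grown at 25 °C; 0% = DMSO wells with yeast and 100% = wells holding no yeast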
APJ antag – antagonists of human APJ apelin receptor; actives 0.32% (n = 330,000); P35414; CHO-K1 APJ beta-arrestin complementation, luminescence; inhibition, % at 20 µM;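 active = inhibition above about 40% at 20 µM, limit read from the data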;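 also: cells challenged with 10 nM apelin-13 agonist together with compound; plate controls were apelin-13 plus DMSO wells for no effect and DMSO wells lacking apelin-13 for full effect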
Target sequence (P35414 whole entry, looked up): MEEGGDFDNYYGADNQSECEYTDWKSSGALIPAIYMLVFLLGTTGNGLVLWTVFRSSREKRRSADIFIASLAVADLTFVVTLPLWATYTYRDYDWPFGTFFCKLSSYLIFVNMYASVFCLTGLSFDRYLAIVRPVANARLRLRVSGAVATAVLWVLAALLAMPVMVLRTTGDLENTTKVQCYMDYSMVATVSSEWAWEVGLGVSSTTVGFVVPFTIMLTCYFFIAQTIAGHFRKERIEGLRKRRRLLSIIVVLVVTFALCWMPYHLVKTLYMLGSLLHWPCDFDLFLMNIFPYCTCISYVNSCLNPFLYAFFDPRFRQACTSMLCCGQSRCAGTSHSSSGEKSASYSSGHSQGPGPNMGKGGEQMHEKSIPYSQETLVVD
tim23-1 inh – inhibits growth of tim23-1 mutant yeast. S. cerevisiae tim23-1 growth, BacTiter-Glo luminescence, 24 h. inhibition, % at 20 µM. actives 1.3% (n = 330,000). AID 463212;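 active = growth inhibition of the mutant yeast at or above 50%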;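 also: temperature-sensitive mutant grown at 25 °C; plate controls were DMSO-treated mutant yeast for no effect and medium wells lacking yeast for full effect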
MPTP inh – inhibitors of mitochondrial permeability transition pore; actives 1.4% (n = 360,000); isolated mouse mitochondria, Ca2+ swelling absorbance, 30 min; AID 602449; inhibition, % at 10 µM;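 active = inhibition of 50% or more, scaled per plate between neutral and stimulator controls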;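 also: 0% = DMSO wells given calcium and 100% = 1 mM EGTA wells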
APJ ag – activates the human apelin receptor APJ. CHO-K1 APJ PathHunter beta-arrestin, luminescence; 0% DMSO wells, 100% apelin. P35414. activation, % at 20 µM. actives 0.11% (n = 330,000);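 active = activation more than six SD over the plate average, tested at 20 µM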;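 also: 0% = DMSO alone and 100% = apelin-13 at 10 nM; some results filed as inactive read as strong as hits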
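Incubation: overnight seeding, 90 min compound at 25 °C, 1 h detection; test system: PathHunter CHO-K1 APJ (AGTRL-1) beta-arrestin reporter cells; amount: 1000 cells/well; doses: one dose, 20 µM compound, 1% DMSO; measured by: beta-gal luminescence; measure: agonist-driven arrestin binding to APJ; benchmarks: negative DMSO alone, positive Apelin-13 at 10 nM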
MIN6 prolif – induces beta-cell replication in MIN6 cells; AID 2380; MIN6 cells proliferation, ATPlite luminescence, 48 h; cells starved in 0.2% serum; 100% = growth in 10% serum; actives 0.29% (n = 330,000); proliferation, % at 10 µM;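 active = compounds whose signal lies at least 3.5 SD above the mean of all wells on their plate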;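 also: 0% = DMSO-treated cells in low-serum medium and 100% = 10% serum control; some compounds called inactive have numbers as strong as hits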
GRIN3A LBD mod – modulators (binders) of human NR3A ligand-binding domain; NR3A LBD differential scanning fluorimetry, Tm shift; 0% = protein alone, 100% = glycine-bound protein; Tm shift relative to glycine control, % at 25 µM; actives 2.5% (n = 340,000); AID 1259313;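 active = melting temperature shift of at least 10% of the positive control shift, at one fixed dose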
TIM10 inh – inhibits growth of TIM10 yeast strain; S. cerevisiae TIM10 strain growth, BacTiter-Glo luminescence, 24 h; inhibition, % at 10 µM; actives 1.4% (n = 330,000); AID 463195;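 active = inhibition of 40% or more at the single tested concentration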;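 also: wild-type TIM10 isogenic control strain grown at permissive 25 °C; 0% = DMSO yeast wells and 100% = minimal medium wells without yeast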
The depositor's hits bear a star; . = no result given.

SMILES	NLRP3 yeast inh	tim10-1 inh	APJ antag	tim23-1 inh	MPTP inh	APJ ag	MIN6 prolif	GRIN3A LBD mod	TIM10 inh
O=C(CSc1nc(-c2ccccc2)c(-c2ccccc2)[nH]1)Nc1ccc2c(c1)OCO2	-21	4	-1	-22	-2.3	0	1	13*	-17
COc1cc2c(cc1OC)-c1nc3ccccc3c(=O)n1C(C)(C)C2	-7	17	-5	33	-1.2	0	5	0	2
Cc1cc(F)ccc1S(=O)(=O)N1CCCOC1CNC(=O)C(=O)NCc1ccco1 (centres undefined)	6	14	8	14	-0.3	-4	2	0	12
CC(C)c1ccc(/C=C/C(=O)O)cc1	19	5	10	23	6.6	-3	-3	-1	4
CC(=O)Nc1cc(C(F)(F)F)ccc1N1CCOCC1	9	21	5	-2	-0.1	-3	-3	2	-3
COc1ccc(-n2nc(C(=O)NCC(=O)NCCCN3CCOCC3)c3ccccc3c2=O)cc1Cl	6	10	8	10	0.2	-2	-1	1	10
O=C(c1ccccc1)N1CCN(C(=O)c2cccnc2)CC1	18	0	5	-2	-1.2	-3	-3	0	0
CC(C)(C)c1cc(NC(=O)COC(=O)c2ccc(O)cc2O)n(-c2ccccc2)n1	22	-2	22	5	-3.0	2	-1	-5	-12
NC(=O)C1CCN(c2nc(-c3ccc4c(c3)OCCO4)cs2)CC1	12	4	13	14	.	-4	0	-1	-6
COc1ccc(CC(=O)N2CCCc3ccccc32)cc1OC	1	15	5	-5	-0.7	-1	-3	0	-10
COC(=O)c1cc(Br)c(=O)n(CCC2=CCCCC2)c1	-5	17	-22	22	-7.2	1	-1	0	-2
CCn1cnc2sc(-c3ccccc3)cc2c1=O	63*	15	8	6	0.1	-3	-4	-2	2
CCOc1ccccc1C(=O)NC(C(=O)NCCc1ccccn1)C(C)C (centres undefined)	10	3	3	3	2.3	-3	-2	3	-4
Cc1ccc(N(CC(=O)N2CCN(c3ccc(F)cc3)CC2)S(=O)(=O)c2c(C)noc2C)cc1	11	41*	4	32	-0.9	-4	-4	0	14
O=C(Nc1cccc(Cl)c1)Nc1ccc(Cl)cn1	25	3	-7	-6	3.2	0	-2	-7	-21
CCc1ccc(N2C(=O)CN(Cc3sccc3C)C2=S)cc1	29	26	-1	20	-1.0	-1	-6	1	31
CCOC(=O)CSc1nccc(N(C)C)c1C#N	17	-9	14	5	-3.4	1	-2	-3	-9
CCOc1nc2c(c(-c3cccs3)c1C#N)Cc1ccccc1-2	8	0	1	8	2.0	14	-3	3	-7
Cc1ccc2nc(-c3cccnc3)c(NC3CCCCC3)n2c1	12	28	-7	31	-2.0	-1	2	-5	22
CCOC(=O)C1=C(c2ccccc2)NC(=O)NC1c1ccc(OC)cc1 (centres undefined)	5	11	11	13	0.3	-2	-1	1	0
O=C(NCc1cccnc1)C1CCC(CNS(=O)(=O)c2cccc3nsnc23)CC1 (centres undefined)	9	-3	-1	10	3.1	-1	-3	-1	-11
Cc1ccc(CNC(=O)C2CCCN(S(=O)(=O)c3c(C)[nH]c(=O)[nH]c3=O)C2)cc1 (centres undefined)	3	3	0	0	-0.6	-1	-1	-13	5
CC(C)(C)C1CCC(OC(=O)C[N+]2(C)CCCC2)CC1 (centres undefined)	3	-7	0	-10	0.7	-2	-2	-1	-6
CCC(CC)C(=O)Nc1cccc(C(=O)Nc2ccc3c(c2)OCO3)c1	-1	6	17	-4	1.8	-3	-2	-9	-6
O=C(CCCN1C(=O)CCC1=O)Nc1ccc(Br)cc1F	8	-1	-24	20	-0.2	1	0	5	-11
Cn1c(C(=O)NCCCN2CCN(c3ccccc3F)CC2)cc2c(=O)n(C)c3ccccc3c21	19	11	8	4	-1.4	-4	-6	3	13
COc1ccc(OCC(O)CNC(=O)Nc2ccccc2)cc1 (centres undefined)	-2	-3	22	-2	2.8	-3	-1	-18	9
CSCCC(NC(=O)COc1ccccc1)C(=O)OCC(=O)c1cc2ccccc2o1 (centres undefined)	-6	11	56*	3	0.0	-21	-2	-1	9
O=C(NCc1cccc(Cl)c1)c1ccc(S(=O)(=O)Nc2cccc(C(F)(F)F)c2)cc1	10	2	8	10	4.3	2	0	28*	0
CC(=O)C1=C(O)C(=O)N(c2ccc(Br)cn2)C1c1cccc([N+](=O)[O-])c1 (centres undefined)	-2	11	12	42	1.2	-4	2	-2	6
Cc1ccc(NC(=O)c2cc(-c3ccccc3)n[nH]2)cc1	26	-26	3	0	3.4	0	0	10*	-6
NC(=O)c1cc(S(=O)(=O)NCc2cccs2)cs1	6	-9	19	-8	2.0	-2	-1	0	-3
Cc1ccc(C)c(NC(=S)N2CCC(NC(=O)c3ccco3)CC2)c1	12	-17	9	4	-0.1	-3	2	0	4
CC1CCCCC12NC(=O)N(CC(=O)Nc1ccc(OC(F)F)cc1)C2=O (centres undefined)	-10	9	-2	7	-0.4	0	-2	0	0
Cc1sc2nc(CSC(C)C(=O)Nc3ccc(C(N)=O)cc3)[nH]c(=O)c2c1C (centres undefined)	13	-2	16	2	-1.6	6	-1	-2	11
CCOc1ncccc1C(=O)OC(C)C(=O)Nc1ccc(CC)cc1 (centres undefined)	15	10	12	-1	0.8	-6	-2	0	-23
COc1cccc(Oc2ccc(N)cc2)c1	18	16	-11	8	-1.8	8	-2	0	6
CC1CCN(C(=O)c2cccc(S(=O)(=O)N3CCCc4ccccc43)c2)CC1	9	23	-3	23	-1.1	-6	0	0	21
Cc1nn2c(=O)cc(CSCC(=O)Nc3ccccc3F)nc2s1	6	-8	18	-4	-1.8	-2	0	2	0
O=S(=O)(Nc1cccc(C(F)(F)F)c1)c1cnc[nH]1	0	-7	-2	9	-4.3	9	0	1	11

APJ antag: entries above that show a hit
SMILES	NLRP3 yeast inh	tim10-1 inh	APJ antag	MPTP inh	GRIN3A LBD mod	TIM10 inh
CSCCC(NC(=O)COc1ccccc1)C(=O)OCC(=O)c1cc2ccccc2o1 (centres undefined)	-6	11	56*	0.0	-1	9

Additional compounds
SMILES	NLRP3 yeast inh	tim10-1 inh	APJ antag	tim23-1 inh	MPTP inh	APJ ag	MIN6 prolif	GRIN3A LBD mod	TIM10 inh
Cn1c(CSCc2ccccc2)nnc1SCC(=O)Nc1nccs1	8	1	-3	9	9.9	1	0	4	2
COc1ccc(CN2CCSCC2)cc1C	11	3	-6	10	-0.8	0	-1	-1	-4
N/C(=N\OC(=O)c1cccnc1)c1ccc(Cl)cc1Cl	27	44*	-61	41	0.0	4	0	4	41*
Cc1ccc2c(CC(=O)OCC(=O)N(CC(C)C)c3c(N)n(Cc4ccccc4)c(=O)[nH]c3=O)coc2c1	3	-124	3	-9	-0.8	-4	-1	-1	2
COCC(=O)Nc1ccccc1NC(C)=O	21	8	6	10	-0.7	-4	1	-1	6
C(=N\n1cnnc1)/c1ccc(N2CCOCC2)cc1	18	19	6	-4	-0.4	1	-2	0	-9
O=C1CC(C(=O)Nc2ccccc2)N=C(N2CCCCC2)N1 (centres undefined)	10	12	-7	5	-1.3	-3	2	-2	3
COc1ccc(-c2nc3ncccc3o2)cc1NC(=O)c1cccs1	38	-22	-10	19	-0.3	4	-3	-2	-3
O=C(C1CC2CCC1C2)N1CCN(Cc2ccc3c(c2)OCO3)CC1 (centres undefined)	32	-10	19	14	.	-2	-2	-3	-4
Cc1csc2c(=O)sc(NC(=O)c3ccc(F)cc3Cl)nc12	0	6	-7	7	47	2	-1	-4	-12
COc1cc(C(=O)Nc2nnc(C3=COCCO3)o2)cc(OC)c1OC	1	9	13	11	0.4	-7	3	0	-8
c1ccc(CSc2snnc2-c2ccccc2)cc1	2	17	0	-4	1.1	0	1	0	3
COc1cc(NC(=O)C2CCCCC2)c2ncccc2c1	18	21	-30	22	-10	3	-1	1	17
COc1ccccc1NC(=O)N1CCc2[nH]c3ccc(Cl)cc3c2C1	14	26	-3	25	2.6	1	-3	3	32
Cc1cc(C)c(C(=O)Nc2ccccc2)c(CC(C)(C)C(=O)O)c1	8	-19	10	-7	0.9	-2	0	-1	-11
C[C@H]1Oc2ccccc2C(=O)C1C(=O)c1ccccc1 (some centres undefined)	5	-26	-3	8	0.2	0	-1	2	-12
CC(C)=CCC/C(C)=C/CNC(=O)C[C@H]1C[C@H](C(=O)N2CCCCC2)[C@@]2(CCc3ccccc3)c3[nH]c4ccc(Cl)cc4c3CCN2C1=O	.	-9	.	16	-0.2	.	.	0	-5
COCCN(C(=O)COC(=O)CCC(=O)c1ccc(C)cc1)c1c(N)n(Cc2ccccc2)c(=O)[nH]c1=O	-2	-1	10	-13	6.0	-1	1	2	3
COc1ccc(N2CCN(c3nc4ccccn4c(=O)c3/C=C(\C#N)S(=O)(=O)c3ccccc3)CC2)cc1	28	19	18	13	-0.3	-5	2	1	19
COc1ccccc1C(=O)COC(=O)CCCN=C1NS(=O)(=O)c2ccccc21	9	-5	13	6	-0.8	0	0	4	15

Three structures out of the list, arranged by length of the SMILES, lowest first.
SMILES	NLRP3 yeast inh	tim10-1 inh	APJ antag	tim23-1 inh	MPTP inh	APJ ag	MIN6 prolif	GRIN3A LBD mod	TIM10 inh
COCC(=O)Nc1ccccc1NC(C)=O	21	8	6	10	-0.7	-4	1	-1	6
O=C1CC(C(=O)Nc2ccccc2)N=C(N2CCCCC2)N1 (centres undefined)	10	12	-7	5	-1.3	-3	2	-2	3
Cc1csc2c(=O)sc(NC(=O)c3ccc(F)cc3Cl)nc12	0	6	-7	7	47	2	-1	-4	-12

(more compounds)
SMILES	NLRP3 yeast inh	tim10-1 inh	APJ antag	tim23-1 inh	MPTP inh	APJ ag	MIN6 prolif	GRIN3A LBD mod	TIM10 inh
CC1=NN(c2ccccc2)C(=O)/C1=C\c1c(C)[nH]n(-c2ccccc2)c1=O	22	12	33	7	47	-5	-2	-7	11
O=C(Nc1ccc(S(=O)(=O)Nc2ncccn2)cc1)c1cnc(Cl)c(Cl)c1	11	6	-1	5	-0.4	-4	-4	-1	-14
OCCSc1nncn1/N=C/c1c[nH]c2ccccc12	18	1	-14	4	-1.4	-2	-1	1	3
CNc1nc(Oc2ccc(C(=O)OC)cc2)nc(SC)n1	13	4	8	3	1.6	1	2	-4	7
CCC1=NNC(=O)C(CC(=O)Nc2ccccc2)c2cc(OC)c(OC)cc21 (centres undefined)	23	4	-6	17	-0.8	-1	4	-2	-3
CC(CC(=O)N(C)CC(=O)Nc1ccc(N2CCOCC2)cc1)c1ccccc1 (centres undefined)	-1	-3	18	-2	-0.9	-4	-2	0	-3
O=C(CCNS(=O)(=O)c1ccccc1)N1CCN(c2ccccc2)CC1	20	-15	5	-22	0.3	-4	0	1	-11
CCCCCCSc1ccc(-c2nc3ccccn3c2NCCCC)cc1	27	20	-45	2	4.4	-1	-8	-4	8
C=CCNC(=O)C1CC1(c1cccc(C)c1)c1cccc(C)c1 (centres undefined)	30	11	4	13	1.5	-2	-3	1	13
O=C(NCc1ccc(Cl)cc1)C1CCCO1 (centres undefined)	7	-2	3	-11	0.6	2	3	1	-17
CCc1nnc(NC(=S)Nc2ccccc2)s1	55*	22	13	0	3.8	-5	-3	-11	15
CCc1c(O)nc(SCC(=O)c2ccccc2)n(-c2ccccc2)c1=O	2	7	-2	21	-1.1	-2	1	1	8
Cc1cc(C)c(C)c(OCC(=O)O/N=C(\N)c2ccncc2)c1	27	10	10	-5	0.6	0	-4	6	-18
Cc1cc(NC(=O)/C=C/C(=O)N(CC(=O)NC2CCCC2)c2ccc(F)cc2)no1	-5	2	8	9	-0.3	0	-4	1	-5
Nc1c(C(=O)N2CCOCC2)sc(=S)n1-c1ccccc1	-11	5	6	-2	4.7	-4	-5	3	0
